aSyn rescue = alpha-synuclein toxicity inhibition in yeast | Yeast expressing alpha-synuclein, growth rescue, BacTiter-Glo, 24 h | 370,000 tested, 0.14% active | Potency, µM (top dose mostly 46.1 µM), for the others: at the top dose growth rescue (activation), usual class: activators; note: potency is the fitted concentration of half-maximal effect; % of control where 0% means no effect; nearly all actives have a fitted effect of over 65% in size
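Screening used galactose-induced yeast with toxic alpha-synuclein levels, exposed to compound for 24 hr at 30 deg C. Cell growth, read with BacTiter-Glo luminescence, gave the measured signal.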
FUS yeast rescue = suppressors of FUS proteinopathy in yeast; S. cerevisiae FUS-expressing, growth rescue, OD600, 24 h; Potency, µM (titrated, usually from 76.6 µM), without a hit: at the highest dose growth rescue (activation), usual class: activators; 390,000 tested, 0.24% active;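 note: potency is the fitted concentration of half-maximal effect; plate controls were DMSO vehicle for no effect and reference control for full effect; nearly all actives have a fitted effect of over 55% in size; some results filed as inactive show a strong effect at the top dose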
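Quantitative HTS measuring growth restoration of FUS-toxic yeast. Galactose-induced cells (OD 0.005) were exposed 24hr at 30C to compounds at several concentrations, then absorbance at 600 nm was recorded.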
TDP43 rescue = TDP-43 toxicity inhibition in yeast. TDP-43 expressing yeast growth rescue, BacTiter-Glo, 24 h. Potency, µM (top dose mostly 46.1 µM), for the others: at the top dose growth rescue (activation), actives largely listed as activators. 410,000 tested, 1.8% active; note: potency is the fitted concentration of half-maximal effect; % of control where 0% means no effect; nearly all actives have a fitted effect of over 50% in size
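Growth rescue of TDP-43-toxic yeast measured as ATP luminescence (BacTiter-Glo). Cells grown to mid-log in raffinose, induced in galactose at OD600=0.02, exposed to compound 24 hr at 30 deg C.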
Abeta yeast res = compounds reversing amyloid beta toxicity in yeast. yeast expressing A-beta42, growth rescue, OD600, 48 h; response scale: 0% DMSO, 100% iron-clioquinol control. 410,000 tested, 0.063% active. Potency, µM (top dose mostly 46.1 µM), for the others: at the highest dose growth rescue, hits mostly activators; note: potency is the fitted concentration of half-maximal effect; nearly all actives have a fitted effect of over 55% in size
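Growth rescue measured by 600 nm absorbance after 48 h yeast culture at 30 C with compound. Values normalized between DMSO and an equimolar ferric chloride plus clioquinol control.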
EPAC2 antagonist = blocks human EPAC2 exchange factor. Potency, µM (top dose mostly 114 µM), for the others: at the highest dose activity, negative = inhibition, usual class: inhibitors. AID 720708. Q8WZA2. EPAC2 GEF exchange of Rap1B-BODIPY-GDP, fluorescence. 360,000 tested, 0.18% active; note: potency is the fitted concentration of half-maximal effect; % is set by controls: 0 for no effect and ±100 for the full control effect; nearly all actives have a fitted effect of over 45% in size; many of its hits are not listed in these tables
Target sequence (Q8WZA2 whole entry, looked up): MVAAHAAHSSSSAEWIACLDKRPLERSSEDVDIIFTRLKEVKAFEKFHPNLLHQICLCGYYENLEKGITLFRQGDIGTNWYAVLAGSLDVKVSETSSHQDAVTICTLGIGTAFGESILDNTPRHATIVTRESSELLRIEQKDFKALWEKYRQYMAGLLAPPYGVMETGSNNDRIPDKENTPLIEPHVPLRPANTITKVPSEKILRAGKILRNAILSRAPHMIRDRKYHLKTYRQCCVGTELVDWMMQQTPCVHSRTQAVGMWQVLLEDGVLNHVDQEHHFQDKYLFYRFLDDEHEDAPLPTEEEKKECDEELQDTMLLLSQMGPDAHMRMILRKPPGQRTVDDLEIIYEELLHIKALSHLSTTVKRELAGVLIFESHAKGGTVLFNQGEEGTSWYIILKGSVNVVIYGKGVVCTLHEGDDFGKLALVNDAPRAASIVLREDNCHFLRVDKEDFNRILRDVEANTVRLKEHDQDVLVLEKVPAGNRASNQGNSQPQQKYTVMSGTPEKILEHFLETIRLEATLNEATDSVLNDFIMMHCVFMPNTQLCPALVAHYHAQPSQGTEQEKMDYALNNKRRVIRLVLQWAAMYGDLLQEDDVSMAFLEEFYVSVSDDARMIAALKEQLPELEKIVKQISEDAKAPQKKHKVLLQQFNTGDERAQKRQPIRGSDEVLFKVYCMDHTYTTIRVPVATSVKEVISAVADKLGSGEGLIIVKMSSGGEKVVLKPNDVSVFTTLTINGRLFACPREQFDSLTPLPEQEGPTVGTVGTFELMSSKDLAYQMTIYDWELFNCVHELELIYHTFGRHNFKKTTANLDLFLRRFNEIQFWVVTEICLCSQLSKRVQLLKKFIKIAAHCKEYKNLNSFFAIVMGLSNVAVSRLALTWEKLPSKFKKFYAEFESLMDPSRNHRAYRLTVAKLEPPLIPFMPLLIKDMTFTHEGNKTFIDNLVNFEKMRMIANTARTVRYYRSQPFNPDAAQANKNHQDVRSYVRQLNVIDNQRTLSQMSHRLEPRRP
DRD3 antagonist = D3 dopamine receptor (human) antagonism; D3R cells, DiscoveRx beta-arrestin luminescence, antagonist mode; stronger effect = lower value; max response, negative = inhibition, %; P35462; 360,000 tested, 2.5% active; in the data active = max response below about -50%; inconclusive = no clear call, values can overlap the other calls; note: % is set by controls: 0 for no effect and ±100 for the full control effect; mostly tested at two doses, the higher about 12 µM
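Cells expressing the human receptor were seeded at 1500 cells/well, incubated overnight at 37 degrees C in 5% CO2, then exposed to library compounds with dopamine controls for 90 minutes at 37 degrees C before luminescent detection.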
D3 ag = activates the human D3 dopamine receptor | max activation, % | AID 652048 | 410,000 tested, 0.58% active | D3R DiscoveRx beta-arrestin cells, luminescence, 90 min | P35462; in the data active = max activation above about 30%; note: 0% is about no effect; mostly tested at two doses, the higher about 12 µM
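Cells at 1500/well, incubated overnight, then treated with pinned compounds (dopamine as control) for 90 min at 37 degrees C. DiscoveRx reagent added for 30 - 60 minutes at room temperature; luminescence read.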
EPAC2 ag = agonists of human EPAC2 (RAPGEF4); EPAC2 activation, biochemical qHTS; response scale: 100% = 6.5 mM cAMP response; 360,000 tested, 0.079% active; Potency, µM (series often up to 154 µM), for inactives: at the top dose activation, usual class: activators; Q8WZA2; AID 720711; note: potency is the fitted concentration of half-maximal effect; nearly all actives have a fitted effect of over 50% in size
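Guanine nucleotide exchange by EPAC2 is measured as reduced fluorescence of BODIPY-GDP once it is released from 250 nM Rap1B. Plates are read kinetically for 30 min at room temperature; results are scaled to 6.5 mM cAMP.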
* marks the source's active call; other numbers are inactive results; u = inconclusive; x = no result given; [ ] = dose if it differs, or a comment. Unless noted, calls come from the whole dose curve; as a rule, active = well fitted curve in the direction sought with a large enough effect; inconclusive = small, poorly fitted or top-dose-only effect, or another doubt; inactive = no such curve, though single readings can be large; an effect the other way counts as inactive or inconclusive. The list is partial; the hit share may differ from the screen's.

SMILES	aSyn rescue	FUS yeast rescue	TDP43 rescue	Abeta yeast res	EPAC2 antagonist	DRD3 antagonist	D3 ag	EPAC2 ag
Cc1ccc([C@@H]2CC=C(C(=O)O)CN2S(=O)(=O)c2ccc(C)cc2)cc1	-4%	22%	10%	12%	-14%	-7	10	-2%
CC[C@]1(c2ccccc2OC)C(=O)N(C(=O)OC)N1C(=O)OC	0%	-20%	14%	3%	7%	0	2	3%
CC(NC(=O)C(=O)NCCCn1ccnc1)c1ccccc1 (stereo unspecified)	-2%	3%	-9%	2%	2%	16	1	11%
CC(C)(C)C1C/C(=C/c2ccccn2)C(=O)/C(=C/c2ccccn2)C1 (stereo unspecified)	5%	15%	u	-50%[inhibitor]	-11%	-53*	-9	-9%
C#CCN(C[C@@H]1[C@@H](OC(=O)NCc2ccccc2F)[C@@H](OC(=O)NCc2ccccc2F)Cn2c(=O)n(CCCCCC)c(=O)n21)S(=O)(=O)c1ccc(C)cc1	4%	u	22%	1%	1%	9	1	15%
Cn1cnc(C(=O)N2CCN(c3ccccc3)CC2)c1C(=O)N1CCN(c2ccccc2)CC1	0%	2%	3%	-13%	0%	u	-10	0%
CN(C)c1cccc(CNC(=O)c2ccc3sc([C@@H]4O[C@H](CO)[C@H](O)[C@H](O)[C@H]4O)nc3c2)c1	0%	-10%	18%	0%	14%	-101*	-15	6%
COc1ccc(NS(=O)(=O)c2cccc(C(=O)NN=Cc3ccc(OC)c(O)c3)c2)cc1	-5%	u	u	13%	-1%	u	-13	7%
O=S(=O)(c1ccc(=S)[nH]c1)N1CCCCC1	0%	-11%	u	-7%	1%	-30	-6	1%
Cc1nc2ccccn2c1C(=O)N/N=C/c1ccccc1	4%	-21%	12%	5%	13%	-23	0	14%
COc1ccc(C(C(=O)NC(C)(C)C)n2c(=O)c(-c3cc4ccccc4[nH]3)nc3ccccc32)cc1 (stereo unspecified)	u	u	u	u	u	13	5	1%
COc1ccccc1C(=O)NNC(=S)NC(=O)c1cc(OC)c(OC)c(OC)c1	u	-12%	10µM*	6.3µM*	-4%	1	4	5%
Cc1ccc(Cn2c(SCC(=O)N(C)C3CCS(=O)(=O)C3)nc3ccccc3c2=O)cc1 (stereo unspecified)	0%	31%	8%	21%	3%	1	-9	6%
CCOC(=O)c1c(NC(=S)NCCc2ccccc2)sc2c1CC(C(C)C)OC2 (stereo unspecified)	11%	x	18%	21%	-4%	26	8	9%
COC(=O)Nc1ccc(S(=O)(=O)N2CCCCC2)cc1	-13%	21%	8%	2%	11%	-27	1	0%
CCn1nc(C)c(CN2CCN(Cc3ccsc3)C(CCO)C2)c1C (stereo unspecified)	-9%	4%	x	10%	4%	17	-16	1%
COc1ccc(-c2nc(-c3ccccc3)no2)c(OC)c1	-33%[inhibitor]	-2%	u	-24%	-9%	6	17	16%
Cn1c(SCC(=O)NC(=O)NCc2ccco2)nnc1C(F)(F)F	0%	x	17%	0%	20%	0	10	-1%
COc1cccc(NC(=O)C2(C)CCN2Cc2ccc(SC)cc2)c1 (stereo unspecified)	2%	0%	u	21%	-10%	15	-1	14%
CCn1nc(-c2ccccc2)c(-c2ccccc2)c(C(=O)Nc2ccc(NC(C)=O)cc2)c1=O	x	26%	12%	3%	x	x	9	x
Cc1ccc(S(=O)(=O)N2CCN(C(=O)c3cc4c(C)nn(-c5ccccc5)c4s3)CC2)cc1	6%	u	-21%	-3%	-1%	-27	-19	12%
O=C(Nc1cccc(F)c1)c1ccc(-c2cccnc2)c2ccoc12	-10%	5%	2%	-9%	-2%	15	0	-8%
O=C(OCC(=O)N1N=C(c2ccc(Cl)cc2)CC1c1ccco1)c1ccco1 (stereo unspecified)	0%	-9%	0%	-13%	-1%	-5	4	5%
O=C(Nc1nnc(-c2ccccc2)s1)c1ccc(F)cc1	-6%	-14%	2%	0%	-5%	29	3	3%
O=C(CN1CCC(C(=O)c2ccc(F)cc2)CC1)Nc1ccccc1	5%	14%	-20%	18%	1%	-81*	-28	12%

The final 2 entries of the section above are carried over, then new ones follow.
SMILES	aSyn rescue	FUS yeast rescue	TDP43 rescue	Abeta yeast res	EPAC2 antagonist	DRD3 antagonist	D3 ag	EPAC2 ag
O=C(Nc1nnc(-c2ccccc2)s1)c1ccc(F)cc1	-6%	-14%	2%	0%	-5%	29	3	3%
O=C(CN1CCC(C(=O)c2ccc(F)cc2)CC1)Nc1ccccc1	5%	14%	-20%	18%	1%	-81*	-28	12%
CCOC(=O)c1ccc(NC(=O)CSc2nnc(C3CC3)n2CC)cc1	-2%	10%	-7%	2%	14%	18	1	-9%
CC(=O)N/C(=C\c1ccc(F)cc1)C(=O)N(C)C	-3%	x	-19%	-4%	12%	-2	-9	-5%
Oc1ccc(C23CC4CC(CC(C4)C2)C3)cc1O	2.8µM*	-11%	6.3µM*	u	-19%	24	1	6%
Cn1c(SCC(=O)NCc2ccc3c(c2)OCO3)nnc1-c1cccs1	3%	-3%	10%	0%	2%	11	-1	0%
CCOC(=O)CN1CC23C=CC(O2)C(C(=O)NC2CCCC2)C3C1=O (stereo unspecified)	1%	21%	15%	6%	-5%	18	5	0%
CCc1ccc(C2N(c3ccc(OC)cc3)C(=O)C3CCCN32)cc1 (stereo unspecified)	5%	-6%	7%	2%	-2%	10	-3	8%
CC[C@@]1(C(=O)OC)N[C@H](CN(C)S(=O)(=O)c2ccc(F)cc2)[C@@H]2C(=O)N(C)C(=O)[C@@H]21	4%	-26%	9%	10%	-2%	27	5	3%
Cc1ccc(Cl)cc1-n1c(=O)c2sc3ccccc3c2n(Cc2ccccc2)c1=O	x	-34%	11%	2%	x	x	5	x
CCOC(=O)N1CCc2c(sc(NCc3cccs3)c2C(=O)Nc2cc(OC)ccc2OC)C1	x	u	13%	-10%	x	x	10	x
O=C(C1CC(=O)N(c2ccccc2)C1)N1CCC(c2nc3ccccc3[nH]2)CC1 (stereo unspecified)	-13%	24%	4%	-14%	-3%	3	5	2%
NCCc1c(-c2ccccc2)n(-c2ccccc2)c2ccccc12	-21%	18%	-11%	-14%	4%	-26	-17	14%
COc1ccc(N(C(=O)c2snc(C(N)=O)c2N)C(C(=O)NC2CCCC2)c2ccc3ncccc3c2)cc1 (stereo unspecified)	-5%	28µM*	-20%	-9%	3%	44	0	10%
O=C(CSc1n[nH]c(-c2cccs2)n1)NCc1ccc2c(c1)OCO2	-14%	23%	3%	-7%	1%	-9	1	3%
O=C(Cn1c(=O)n2nc(-c3cccc(F)c3)nc2c2ccccc21)N1CCN(c2ccc(F)cc2)CC1	x	-27%	9%	-10%	x	x	-12	x
Cc1ccc(/C=N/N2CCN(Cc3cccc4ccccc34)CC2)s1	-3%	-1%	2%	2%	-6%	9	-2	18%
COc1ccc(Cc2nc3ccc(C(=O)NC(C)c4cnn(C)c4)cc3o2)cc1 (stereo unspecified)	-4%	2%	8%	19%	-2%	-12	-3	9%
CC(=O)Nc1cc(NC(=O)CCCC(=O)O)ccc1Cl	4%	1%	9%	11%	7%	19	8	4%
COc1ccc(OCCSc2nnc3c(Cl)cc(Cl)cn23)cc1	-6%	2%	0%	-15%	-3%	0	2	-1%
O=C(NCc1cccnc1)c1cccc(F)c1	-6%	-26%	-15%	-2%	10%	24	-11	0%[15.6 µM]
CC(=O)/C(=C/c1ccc(N(C)C)cc1)C(=O)c1ccccc1	-9%	-6%	2%	11%	u	6	-1	14%
Cc1ccc(-n2c(SCC(=O)N3CCCCC3)nc(O)c(Cc3ccccc3)c2=O)cc1	-1%	-8%	13%	-8%	20%	-18	2	8%
CCCN(C(=O)NCc1noc2ccc(C)cc12)c1ccc(Cl)c(Cl)c1	x	u	u	u	x	x	3	x
O=C(Nc1cccc(F)c1)C1CC(=O)N(c2ccc(Br)cc2)C1 (stereo unspecified)	10%	-6%	u	12%	-16%	-8	-5	-7%
Cc1ccc(N2CCN(S(=O)(=O)N3CCCCC3)CC2)cc1C	5%	4%	2%	2%	5%	20	2	-6%
CSCCNC(=O)C1(C)CCN1C(=O)C/C=C/c1ccccc1 (stereo unspecified)	17%	-9%	27%	-3%	-1%	17	3	-1%
COCCCNC(=O)Cn1ncc2ccsc2c1=O	-1%	1%	u	8%	2%	0	-4	1%
Cc1ccc(NC(=O)Cn2c(=O)ccc3cc(S(=O)(=O)N4CCC(C)CC4)ccc32)cc1C	-19%	-1%	17%	-14%	x	x	-5	x

An excerpt from above in order of formula weight, smallest number first.
SMILES	aSyn rescue	FUS yeast rescue	TDP43 rescue	Abeta yeast res	EPAC2 antagonist	DRD3 antagonist	D3 ag	EPAC2 ag
NCCc1c(-c2ccccc2)n(-c2ccccc2)c2ccccc12	-21%	18%	-11%	-14%	4%	-26	-17	14%
Cc1ccc(/C=N/N2CCN(Cc3cccc4ccccc34)CC2)s1	-3%	-1%	2%	2%	-6%	9	-2	18%
O=C(Nc1cccc(F)c1)C1CC(=O)N(c2ccc(Br)cc2)C1 (stereo unspecified)	10%	-6%	u	12%	-16%	-8	-5	-7%
Cc1ccc(NC(=O)Cn2c(=O)ccc3cc(S(=O)(=O)N4CCC(C)CC4)ccc32)cc1C	-19%	-1%	17%	-14%	x	x	-5	x

Limited to TDP43 rescue (2 entries from above):
| Compound | TDP43 rescue |
| --- | --- |
| CC(=O)N/C(=C\c1ccc(F)cc1)C(=O)N(C)C | -19% |
| Oc1ccc(C23CC4CC(CC(C4)C2)C3)cc1O | 6.3µM* |

One compound at a time (already shown). Screens in order: aSyn rescue | FUS yeast rescue | TDP43 rescue | Abeta yeast res | EPAC2 antagonist | DRD3 antagonist | D3 ag | EPAC2 ag
CCOC(=O)N1CCc2c(sc(NCc3cccs3)c2C(=O)Nc2cc(OC)ccc2OC)C1 is listed as x | u | 13% | -10% | x | x | 10 | x
O=C(Nc1cccc(F)c1)C1CC(=O)N(c2ccc(Br)cc2)C1 (stereo unspecified) is listed as 10% | -6% | u | 12% | -16% | -8 | -5 | -7%
CCOC(=O)c1ccc(NC(=O)CSc2nnc(C3CC3)n2CC)cc1 is listed as -2% | 10% | -7% | 2% | 14% | 18 | 1 | -9%
